# From PubChem BioAssay
# Rad51 HR inh: blocks human Rad51 in homologous recombination | hRad51 DNA strand exchange, fluorescence dequenching | inhibition, % at 10 µM | 200,000 compounds, 0.085% hits | AID 1385;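 active = inhibition above 40% at the single screening dose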;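 note: 0% = DMSO control wells and 100% = blanks with heterologous ssDNA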
# Target sequence (Q06609 whole entry, looked up): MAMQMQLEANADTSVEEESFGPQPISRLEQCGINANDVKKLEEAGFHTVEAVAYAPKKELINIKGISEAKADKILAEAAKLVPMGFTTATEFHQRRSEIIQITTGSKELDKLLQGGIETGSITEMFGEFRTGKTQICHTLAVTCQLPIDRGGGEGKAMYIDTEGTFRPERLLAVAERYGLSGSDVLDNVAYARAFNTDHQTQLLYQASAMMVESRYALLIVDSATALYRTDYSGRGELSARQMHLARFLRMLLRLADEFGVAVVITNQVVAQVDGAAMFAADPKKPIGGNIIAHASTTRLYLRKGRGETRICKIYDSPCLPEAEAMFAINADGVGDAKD
#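 material = hRad51 filaments on single-stranded DNA | timing = filaments 15 min 37 °C, then compound 30 min | signal = FRET fluorescence dequenching, excitation 485 nm, emission 520 nm | benchmarks = control wells and blank wells on each plate | evaluation = percent inhibition relative to plate controls and blanks | compound = 10 µM final, single point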
# Active calls of the source: *; & = joins results of further samples.
Compound	Rad51 HR inh
COc1ccc(Nc2nc(C)cc(-c3cc(-c4ccccc4)on3)n2)cc1	-1.6
CCN(c1nc(N)c(C(=O)N=C(N)N)nc1Cl)C(C)C	-3.9
CCn1c2ccccc2c2cc(NC(=O)C3CCN(S(=O)(=O)c4cccs4)CC3)ccc21	-3.9
O=C(O)C(c1ccccc1)c1ccccc1	6.5
COc1cccc(-n2nnc3c(=O)n(Cc4cccc(C)c4)cnc32)c1	-3.2
CC(C)CC(NC(=O)C(COC(C)(C)C)NC(=O)C(Cc1ccc(O)cc1)NC(=O)C(CO)NC(=O)C(Cc1c[nH]c2ccccc12)NC(=O)C(Cc1cnc[nH]1)NC(=O)C1CCC(=O)N1)C(=O)N[C@@H](CCCN=C(N)N)C(=O)N1CCCC1C(=O)NNC(N)=O (stereo partly specified)	-0.4
COc1ccc(Nc2nc(NCCO)nc(N3CCCC3)n2)cc1	-2.3
O=C(NCc1cccc(Br)c1)C1CC2Cn3c(nc4ccccc43)C2N1c1ccccc1 (stereo unspecified)	8.1
COC(=O)C[C@H]1c2cc(F)ccc2S(=O)(=O)N1c1ccccc1	12.3
O=C(O)C1Nc2ccc(OC(F)(F)F)cc2C2C=CCC12 (stereo unspecified)	-0.4
Fc1cccc(CCN2CCNC[C@@H]2Cc2ccccc2)c1	-2.2
CC(C)(C)c1ccc(NC(=O)c2ccc3c(c2)S(=O)(=O)c2ccccc2C3=O)cc1	3.1
OCCCn1c(CCNc2nc(-c3ccc(Cl)cc3)cs2)nc2cc(C(F)(F)F)ccc21	-0.2
COC(=O)C1=C[C@@H](C(=O)OC)[C@@H]2C3=C(C(=O)[C@]2(C)NC(=O)c2ccccc2)[C@H](C)n2c(=O)n(C)c(=O)n2[C@@H]3C1	-1.6
COc1ccc([C@H]2/C=C\CN(C(=O)c3ccc(C)cc3)[C@@H](C)C(=O)N2Cc2ccc(F)cc2)cc1	0.5
CC(O)[C@H]1CN=C(N)N1CC1CCCCC1 (stereo partly specified)	2.6
O=C(NCCc1ccccc1)[C@@H]1CC=C[C@@H]2CCN(C3CCCCC3)C(=O)[C@@H]21	1.1
O=C(NC1CC1)C1=C[C@H](c2ccc(C(F)(F)F)cc2)C[C@H](OCCCCO)O1	-1.4
CCC(=O)c1cn([C@@H](CCC(OC)OC)CC(=O)OC(C)(C)C)cc1CC	-1.8
COc1ccc(CN2CC[C@H]3C=CC[C@@H](C(=O)NCCc4ccccc4)[C@H]3C2=O)cc1OC	2.3
COc1ccc(-c2oc3ccc(-c4ccc(OC)nc4)cc3c2-c2ccc(OC)cc2)cc1	-10.0
COc1ccc(-c2c(-c3ccsc3)oc3ccc(N4CCOCC4)cc23)cc1	-5.2
CN1CC[C@@]2([C@@]34CCN(C)C3Nc3ccccc34)c3ccccc3NC12 (stereo partly specified)	-7.3
Cc1nn(-c2ccccc2)c2sc(C(=O)n3cccn3)cc12	3.2
CNCCC(Oc1ccccc1OC)c1ccccc1 (stereo unspecified)	-3.7
Cc1ccc(Nc2nc(NCCO)nc(N3CCCC3)n2)cc1	5.4
CNS(=O)(=O)Cc1ccc2[nH]cc(CCN(C)C)c2c1	2.6
CCOC(=O)C1=C(C)N(CCC(=O)O)C(=O)NC1c1ccccc1Cl (stereo unspecified)	3.6
CCCN[C@H]1CCc2nc(N)sc2C1	-2.8&5.7
Cc1nnc(SCc2nnc(-c3ccc(Cl)cc3)o2)n1-c1ccccc1	23.1
CC(C)(C)OC(=O)N1CCC2(CC1)Oc1ccc(F)cc1C(=O)C21CC(c2ccc(Cl)cc2)=NO1 (stereo unspecified)	-2.0
CCOC(=O)c1sc2nc(-c3ccco3)c3c(c2c1N)CC(C)(C)OC3	-7.5
Cc1ccc(Cn2c(C(C)Nc3nc(-c4ccc(F)cc4)cs3)nc3cc(C(F)(F)F)ccc32)cc1 (stereo unspecified)	6.7
C[C@H]1CCC[C@@]2(O[C@H](CCO)C[C@H](O)[C@H]2O)O1	2.0
CCCCNC(=O)c1onc(CSc2ccc(F)c(F)c2)c1C(=O)NCCCC	1.6
Cn1c2c(c(=O)n(C)c1=O)C(c1ccc(C(F)(F)F)cc1)CC(=O)N2 (stereo unspecified)	-5.5
COC(=O)C1=C(C)N(CCc2cc(OC)c(OC)c(OC)c2)C(=O)N[C@H]1c1ccccc1	-1.6
CS(=O)(=O)c1ccc(CNC(=O)C2(C(F)(F)F)C/C(=C\Cc3ccccc3)CCCO2)cc1 (stereo unspecified)	2.8
C#CCOCCOCCOCCNc1nc(N2CCN(C(=O)[C@H](CCCCN)n3cc(C(N)CO)nn3)CC2)nc(N2CCN(C(=O)[C@H](CCCCN)n3cc(C(N)COC(=O)C(F)(F)F)nn3)CC2)n1 (stereo partly specified)	8.6
COc1ccc(-c2ccc3oc(-c4ccc(OC)cc4)c(-c4cc(OC)c(OC)c(OC)c4)c3c2)cc1	-6.1
C=CCNC(=O)N1C2=NC(C(=O)OC)=C(C(=O)OC)[C@@H]3N(Cc4ccccc4)c4ccccc4[C@]23C[C@H]1C(=O)OC	-21.2
COC(C[C@@H](O)C[C@H](O)[C@H](C)OCc1ccccc1)OC	-1.1
O=C(c1ccc(Cl)cc1)N1CCC(=O)N(C(CO)Cc2ccccc2)CC1 (stereo unspecified)	0.4
O=C(Nc1ccc(Cl)c(C(F)(F)F)c1)[C@@H]1CC=C[C@@H]2CCN(C3CCCCC3)C(=O)[C@@H]21	-3.4
Cn1c(=O)c2[nH]c(CCCC(=O)O)nc2n(Cc2ccccc2)c1=S	13.8
O=C(NCc1cccc(Br)c1)c1cc(-c2ccccc2)nn1CC1CC(c2cccc([N+](=O)[O-])c2)=NO1 (stereo unspecified)	-0.6
COC(=O)C1=C[C@@H](C(=O)OC)[C@@H]2C3=C(C(=O)[C@@]2(C)NC(=O)c2ccccc2)[C@H](c2ccccc2)[C@@H]2C(=O)NC(=O)[C@@H]2[C@@H]3C1	2.6
COCCNC(=O)C1CC(c2ccc(C(F)(F)F)cc2)=NO1 (stereo unspecified)	4.5

# Copied from the list:
# COCCNC(=O)C1CC(c2ccc(C(F)(F)F)cc2)=NO1 (stereo unspecified) | Rad51 HR inh = 4.5
# COC(=O)C1=C(C)N(CCc2cc(OC)c(OC)c(OC)c2)C(=O)N[C@H]1c1ccccc1 | Rad51 HR inh = -1.6

# Later entries.
Compound	Rad51 HR inh
COCOc1ccc(C=O)c(OCOC)c1	-4.8
CCOC(=O)/C=C/c1ccc2c(c1)S(=O)(=O)N(Cc1ccc(OC)cc1)[C@H]2CC(=O)OCC	-0.5
N#Cc1c(N)n[nH]c1Cc1cccc2ccccc12	3.4
CCC1(CC)C(=O)C2=C3C1[C@H](C(=O)OC)C=C(C(=O)OC)C[C@H]3[C@H]1C(=O)N(Cc3ccccc3)C(=O)[C@H]1[C@H]2C (stereo partly specified)	2.8
Cc1ccsc1C(=CCCN1CCC[C@@H](C(=O)O)C1)c1sccc1C	4.0
O=[n+]1cc(-c2cc3ccccc3o2)n([O-])c2c1CCCC2	-1.2
Cc1ccccc1CN1C(=O)[C@H]2Cc3c([nH]c4ccccc34)C(C)(C)N2C1=O	-2.2
C/C=C1\COC(C(=O)NCc2ccccc2)(C(F)(F)F)C=C1C=C(C)C (stereo unspecified)	-4.7
COc1ccc(-c2c(C3=CCCCC3)oc3ccc(-c4ccc5c(c4)OCO5)cc23)cn1	-2.7
COC/C=C/C1=CC2=CC(=O)C(C)(OC(=O)c3cnc4ccccc4n3)C(=O)C2=CN1C1CCCC1 (stereo unspecified)	-3.5
CC(=O)N1CCN(c2ccc(Nc3nc(C)nc4c3oc3ccccc34)cc2)CC1	-0.3
CSc1nnc2c3cc(F)ccc3n(Cc3ccccc3)c2n1	5.8
C=CCN(CC(=O)c1sc(C(=O)OCC)nc1C)c1cccc(Br)c1	7.9
Cc1nc(-c2ccc(Cl)cc2)sc1C1(C)CC(c2ccncc2)=NO1 (stereo unspecified)	-6.7
COCOc1ccc(C2CC(=O)c3c(OCOC)cc(OCOC)cc3O2)cc1 (stereo unspecified)	0.9
c1ccc(OCc2nn3c(-c4n[nH]c5c4CCC5)nnc3s2)cc1	-4.6
COc1cc(C2=CCN(C(C)=O)CC2)ccc1OC(C)=O	2.4
COC(=O)[C@@H]1[C@H](CCc2ccccc2)NC(=O)N(Cc2ccccc2)[C@@H]1C	-0.7
COc1c(N2C[C@@H]3CCCN[C@@H]3C2)c(F)cc2c(=O)c(C(=O)O)cn(C3CC3)c12	-1.0
CC1(C)C=Cc2c(ccc3c2OC[C@@H](c2ccc(O)cc2O)C3)O1	-4.8
Cc1cc(CNC(=O)C2(C(F)(F)F)CC(CCCO)CCCO2)nn1C (stereo unspecified)	-7.4
CCCCNC(=O)[C@@H]1CC=C[C@@H]2CCN(Cc3ccc(Cl)c(Cl)c3)C(=O)[C@@H]21	9.9
OCC[C@@H]1C[C@@H](O)[C@H](O)[C@@]2(CCCO2)O1	4.1
O=C(NCc1ccco1)c1cc(-c2ccccc2)nn1CC1CC(c2cccnc2)=NO1 (stereo unspecified)	-8.5
Cc1onc(-c2ccccc2Cl)c1C(=O)Nc1cnn(Cc2ccccc2)c1	-4.4
C=CCOC(=O)C1=C[C@H](c2coc3ccccc3c2=O)C[C@H](OCCCCO)O1	-5.0
NCCCC[C@H]1CN=C(N)N1CCCCC1CCCCC1	-4.3
COc1ccc(-c2oc3ccc(N4CCOCC4)cc3c2C#CC2(O)CCCCC2)cc1	0.3
COc1ccc(-c2c(-c3cccc(C)c3)oc3ccc(-c4ccc5c(c4)OCO5)cc23)cn1	0.2
O=C1C=C(c2cccc(O)c2)CCC1	3.3
CC1(C)c2[nH]c3ccccc3c2C[C@@H]2C(=O)N(Cc3ccc(F)cc3)C(=O)N21	5.1
C#CCNC(=O)[C@H](Cc1ccc(C(=O)c2ccccc2)cc1)NC(=O)OC(C)(C)C	-3.5
CCOC(=O)CSc1nnc(C)c(C)n1	1.0
CCCOC(=O)C1NC(=O)N2C(C(=O)OCCC)C(C)(C)S[C@H]12 (stereo partly specified)	-9.8
C=C1CC2C(=O)N(Cc3ccccc3)C(C(=O)OCC)(C(=O)OCC)C1N2C(=O)OC(C)(C)C (stereo unspecified)	1.1
C=CCOC(=O)C1=C[C@H](C(C)(C)C)[C@@H](CCCO)[C@H](OCC)O1	-1.4
Fc1ccccc1N1CCN(C2CCN(Cc3c[nH]c4ccccc34)CC2)CC1	-0.2
CC1(c2nnc(-c3cccc(Cl)c3)o2)CC(c2cccc(F)c2)=NO1 (stereo unspecified)	1.5
CC(C)C[C@H]1COCCS(=O)(=O)N1Cc1ccc(Cl)c(Cl)c1	-3.4
O=C(NC1CC1)C1=C[C@H](c2coc3ccccc3c2=O)C[C@H](OCCCCO)O1	1.9
CCOC(=O)C(C#N)(Cc1cc(OC)cc(OC)c1)Cc1cc(OC)cc(OC)c1	5.8
COC(=O)[C@H]1[C@@H](C)N(Cc2ccccc2)C(=O)N[C@H]1c1cccc(C(F)(F)F)c1	-2.5
Brc1ccc([C@H]2CN3CCSC3=N2)cc1	-6.7
COc1ccc(CN2[C@@H](CC(C)=O)c3cc(C(F)(F)F)ccc3S2(=O)=O)cc1	2.7
COC(=O)c1c(C)cc(O)cc1O	-0.3
COc1ccc(CNS(=O)(=O)c2ccc(C)cc2)cc1	-9.1
C=CC1=C2C=C(C3CC3)N(CCCN(CC)CC)C=C2C(=O)C(C)(OC(=O)c2ccco2)C1=O (stereo unspecified)	-9.2
O=C(O)C[C@H](O)C[C@H](O)/C=C/c1c(C2CC2)nc2ccccc2c1-c1ccc(F)cc1	4.8

# Two successive records from above:
Compound	Rad51 HR inh
Fc1ccccc1N1CCN(C2CCN(Cc3c[nH]c4ccccc34)CC2)CC1	-0.2
CC1(c2nnc(-c3cccc(Cl)c3)o2)CC(c2cccc(F)c2)=NO1 (stereo unspecified)	1.5

# Three structures from above, ordered by length of the SMILES, rising.
Compound	Rad51 HR inh
O=[n+]1cc(-c2cc3ccccc3o2)n([O-])c2c1CCCC2	-1.2
c1ccc(OCc2nn3c(-c4n[nH]c5c4CCC5)nnc3s2)cc1	-4.6
C=CCOC(=O)C1=C[C@H](c2coc3ccccc3c2=O)C[C@H](OCCCCO)O1	-5.0

# The listing continues.
Compound	Rad51 HR inh
COC(=O)C1N[C@@H]([C@@H](NC(=O)COc2ccccc2)C(=O)Nc2ccc(OC)cc2)SC1(C)C (stereo partly specified)	-0.3
CCN1C(=O)N[C@@H](CCc2ccccc2)C(C(=O)OC)=C1C	-1.4
OCCCn1c(C2CCCN2c2nc(-c3ccc(F)cc3)cs2)nc2cc(Cl)c(N3CCCCC3)cc21 (stereo unspecified)	-3.5
Cc1ccc(-n2ncc3c(NCCCn4ccnc4)ncnc32)c(C)c1	5.1
CCOC(=O)c1cccc(NC(=O)c2c(NCc3ccccc3)[nH]c(=O)[nH]c2=O)c1	1.5
O=C(OCc1ccccc1)c1ccccc1	-1.5
CC1Cn2c(nnc2-c2ccc(F)cc2)S1 (stereo unspecified)	6.6
COC(C/C=C\[C@H](O)COCc1ccccc1)OC	10.8
CCC(C)[C@H]1CN=C(N)N1CCc1cccc2ccccc12 (stereo partly specified)	-9.9
COCCCn1c2nc3ccccc3nc2c2c(=O)n(Cc3ccccc3Cl)cnc21	2.1
Cc1nc(C(=O)O)sc1C1(C)CC(c2cccc([N+](=O)[O-])c2)=NO1 (stereo unspecified)	3.7
O=c1c(-c2ccc(O)cc2)coc2cc(O)ccc12	-1.5
N#Cc1c(Cc2cccc3ccccc23)nn(CCO)c1N	-1.9
CCOc1cc(N)c(Cl)cc1C(=O)NCC1CN(Cc2ccc(F)cc2)CCO1 (stereo unspecified)	-2.5
CCCCN1C(N)=NC[C@@H]1c1ccccc1	-2.9
O=C1c2ccccc2C(=O)N1Cc1nn2c(-c3ccc(Cl)cc3)nnc2s1	-4.5
COc1ccc(-c2noc3c2-c2nc(-c4ccccc4Cl)sc2CC3)cc1	0.4

# Only part of the results is shown; the hit share may differ from the screen's.
